Assay outcomes: PubChem BioAssay, several laboratories
DNMT1 inh – blocks human DNA methyltransferase DNMT1; 360,000 tested, 0.83% active; inhibition (reported as % activation of signal), % at 10 µM; P26358; DNMT1 molecular beacon, Hinp1I cleavage, fluorescence; in the data active means inhibition above about 50%
SUMO1 PPI mod – modulators of human SUMO1-mediated protein-protein interactions | 360,000 tested, 0.33% active | SUMO1 binding to a labelled peptide, TR-FRET, 1 h | inhibition, % at 20 µM; in the data active means inhibition above about 37%
CendR NRP1 mod – modulators of CendR peptide binding to human neuropilin-1. inhibition, % at 25 µM. 360,000 tested, 0.85% active. FAM-RPARPAR peptide binding to NRP-1, fluorescence polarization. O14786;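 active means inhibition or corrected inhibition above about 18%, plus a signal ratio from 0.5 to 1.5, limit read from the data, passing the limit was not always enough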; further: strong numbers were not always called active
Target sequence (O14786 whole entry, looked up): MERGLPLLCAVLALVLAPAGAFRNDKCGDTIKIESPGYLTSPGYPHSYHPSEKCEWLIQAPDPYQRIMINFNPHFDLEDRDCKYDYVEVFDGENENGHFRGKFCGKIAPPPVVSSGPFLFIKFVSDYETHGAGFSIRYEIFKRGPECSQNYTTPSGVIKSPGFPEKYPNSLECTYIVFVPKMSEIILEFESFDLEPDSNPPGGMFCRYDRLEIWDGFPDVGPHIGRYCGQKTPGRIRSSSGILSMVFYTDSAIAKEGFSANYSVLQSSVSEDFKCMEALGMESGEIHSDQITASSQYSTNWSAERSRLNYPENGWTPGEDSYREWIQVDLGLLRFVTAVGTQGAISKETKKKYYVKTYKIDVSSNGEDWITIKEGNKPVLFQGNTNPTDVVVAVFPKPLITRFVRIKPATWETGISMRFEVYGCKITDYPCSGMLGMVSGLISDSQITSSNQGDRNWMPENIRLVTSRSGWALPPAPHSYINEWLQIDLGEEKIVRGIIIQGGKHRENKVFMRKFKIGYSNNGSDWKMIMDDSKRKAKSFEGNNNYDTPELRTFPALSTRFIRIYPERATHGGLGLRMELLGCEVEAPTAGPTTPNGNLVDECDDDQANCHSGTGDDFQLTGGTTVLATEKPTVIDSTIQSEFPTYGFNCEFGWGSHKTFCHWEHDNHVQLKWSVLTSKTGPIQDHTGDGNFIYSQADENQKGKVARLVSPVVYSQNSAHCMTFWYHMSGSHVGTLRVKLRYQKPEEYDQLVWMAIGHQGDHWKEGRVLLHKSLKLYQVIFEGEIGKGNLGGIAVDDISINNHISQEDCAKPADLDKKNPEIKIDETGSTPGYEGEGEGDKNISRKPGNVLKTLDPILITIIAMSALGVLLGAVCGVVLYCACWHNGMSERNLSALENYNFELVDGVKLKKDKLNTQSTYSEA
TbMetRS inhib – blocks T. brucei methionyl-tRNA synthetase activity; purified T. brucei MetRS, ATP depletion, Kinase-Glo luminescence; 360,000 tested, 0.4% active; inhibition, % at 11.9 µM;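 active means inhibition above a per-plate cutoff of the control wells' mean inhibition plus 3 SD, cut at about 5.5% in these data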;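 further: 0% = DMSO wells median and 100% = median of wells with control inhibitor compound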
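Material: T. brucei methionyl-tRNA synthetase, purified; reagent: substrates ATP, L-methionine and bulk Escherichia coli tRNA; dosing: 11.9 µM single point; timing: 15 min plus 2 h at 25 °C; detection: luminescence of leftover ATP; evaluation: % inhibition; control set: DMSO-only wells as low control; replicates: singlicate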
Scp1 inh – blocks human Scp-1 phosphatase activity; Q9GZU7; 340,000 tested, 0.88% active; inhibition, % at 20 µM; AID 493091; Recombinant Scp1, phosphopeptide, malachite green phosphate absorbance;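 active means inhibition above about 50% at 20 µM, limit read from the data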;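 further: plate controls were DMSO wells with enzyme for no effect and wells lacking enzyme for full effect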
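Test system: SCP-1 phosphatase catalytic domain, residues 76-261; measured by: colorimetric phosphate reagent with accelerator and stabiliser, absorbance at 630 nm; timing: enzyme reaction 45 min at room temperature, colour 5 min, stabilisation 30 min; also added: Phosphorylated 17-residue peptide substrate; compound dosing: one concentration, 20 µM, with 1.0% DMSO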
NadD inh – NadD (S. aureus) enzyme inhibition; purified NadD enzyme, colorimetric absorbance read-out; inhibition, % at 20 µM; 360,000 tested, 0.78% active; in the data active means inhibition above about 26%; further: some compounds past the cut are filed as inactive
LMPTP inh – blocks human LMPTP phosphatase | AID 651560 | inhibition, % at 20 µM | 360,000 tested, 0.22% active | P24666 | recombinant LMPTP-A, OMFP fluorogenic substrate, fluorescence intensity;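 active means compounds that cut the enzyme signal by at least half of the control window in the single-dose screen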;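 further: plate controls were DMSO wells with enzyme plus substrate for no effect and substrate without enzyme for full effect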
Target sequence (P24666 whole entry, looked up): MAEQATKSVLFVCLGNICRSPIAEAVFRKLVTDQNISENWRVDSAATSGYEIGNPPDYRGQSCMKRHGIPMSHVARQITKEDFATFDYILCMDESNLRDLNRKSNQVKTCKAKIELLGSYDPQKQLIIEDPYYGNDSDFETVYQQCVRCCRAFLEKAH
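Assay system: LMPTP-A, protein tyrosine phosphatase of low molecular weight / Medium: pH 6.0 Bis-Tris buffer with DTT and Triton X-100 / Schedule: 50 min enzyme reaction at room temperature, protected from light / Measured by: endpoint fluorescence intensity from OMFP dephosphorylation / Read-out basis: % inhibition relative to no-enzyme and uninhibited control wells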
SKN-1 inh – C. elegans SKN-1 inhibition | C. elegans VP596 Pgst-4::GFP/RFP ratio, acrylamide-induced, 24 h | inhibition, % at 21.8 µM | 360,000 tested, 0.49% active;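 active means interference check ratio from 0.5 to 1.5 plus GFP to RFP signal ratio inhibition reaching or exceeding a fixed threshold, cut at about 30% in these data, passing the limit was not always enough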; further: some compounds called inactive have numbers as strong as hits
STEP block – blocks human striatal-enriched tyrosine phosphatase. P54829. inhibition, % at 20 µM. 360,000 tested, 0.25% active. recombinant STEP, OMFP fluorogenic substrate, fluorescence;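 active means inhibition at 20 µM, scaled per plate between control wells, above about 37%, limit read from the data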;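 further: 0% = DMSO with enzyme and substrate and 100% = substrate only without enzyme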
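Material: STEP (striatal-enriched tyrosine phosphatase) enzyme, cell-free; Compound dosing: 20 µM single dose in 1% DMSO; Technique: fluorescence read at 480 nm ex / 540 nm em; Times: reaction 20 min, ambient temperature; Medium: 50 mM Bis-Tris pH 6.0 with 2.5 mM DTT and 0.005% Tween 20; Also added: OMFP at 25 µM.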
Neddylation inh – inhibitors of human cullin neddylation | AID 651699 | calls only at 25 µM | TR-FRET cullin neddylation, biochemical | 360,000 tested, 0.58% active; in the data active means inhibition above about 36%
* hit, by the source's call; i = inactive; · = no result given.

SMILES	DNMT1 inh	SUMO1 PPI mod	CendR NRP1 mod	TbMetRS inhib	Scp1 inh	NadD inh	LMPTP inh	SKN-1 inh	STEP block	Neddylation inh
CC(=O)Nc1nonc1NC(C)=O	-1	1	8	1.1	-4	-2	-3.0	14	1	i
CCc1ccccc1NC(=S)N(CCN(C)C)C(C)c1cccnc1 (stereo unspecified)	1	1	-9	-0.9	-4	-6	-3.2	0	-3	i
c1ccc2c(Nc3nncs3)c3ccccc3nc2c1	7	-15	-1	0.4	29	-5	1.9	2	4	i
COc1cc(-c2cc(-c3ccc(O)cc3)nc(N)c2C#N)ccc1O	-9	0	-17	-1.0	-2	-7	2.0	-1	-3	·
O=C(O)c1cc2ncc(-c3[nH]ncc3[N+](=O)[O-])cn2n1	0	5	-5	-1.4	40	0	-0.2	6	1	i
COc1cc(CN2CCc3ccc(NC(=O)CCc4ccccc4OC)cc3C2)ccc1O	-5	30	-13	0.0	-5	1	-0.4	21	4	i
CCOc1ccc(CCNC(=O)c2cc([N+](=O)[O-])ccc2N2CCOCC2)cc1OCC	1	-32	10	-0.3	-7	1	1.5	7	6	i
COc1ccc(C=O)c(OCc2cn(CC(=O)c3ccc(O)cc3)nn2)c1	47	5	-10	-0.2	10	15	0.2	-11	1	i
CCC(C)C(NC(=O)c1ccc(Cl)cc1Cl)C(=O)O (stereo unspecified)	1	4	13	-0.7	0	1	-1.2	-1	2	i
O=C(CCc1n[nH]c(=O)[nH]c1=O)N/N=C/c1ccc(Br)o1	6	-8	3	-0.7	3	3	-0.3	6	0	i
CCOC(=O)N1CCC(N2C(=O)c3ccccc3C2Nc2ccc(S(=O)(=O)N3CCOCC3)cc2)CC1 (stereo unspecified)	-2	3	0	0.8	-8	7	-0.9	-2	2	i
O=C(CSc1nc2ccc(Cl)cc2[nH]1)NCCc1ccccc1	-4	2	28*	42*	3	0	-1.1	8	-1	i
O=C(CN1CCN(CC(=O)Nc2ccccc2F)CC1)Nc1ccc2c(c1)OCCO2	1	-3	8	-0.8	-6	-5	-0.3	3	1	i
CCc1ccc2oc(-c3cc(N)cc(C)c3O)nc2c1	-4	-2	-3	-0.4	-7	15	0.8	15	4	i
COc1ccccc1C(=O)OCn1nnc2ccccc2c1=O	-1	-3	-1	0.2	8	-1	-1.1	3	0	i
C=CCNc1nc2cc(-c3cccc(Cl)c3)sc2c(=O)n1C	-4	15	-7	-0.2	·	1	2.5	29	-1	i
O=C(NCC1CCN(c2ccc(S(=O)(=O)N3CCOCC3)cc2)CC1)c1cccc(Cl)c1	-6	-2	-5	-0.4	2	3	-0.3	7	3	i
CCNc1ccc(C(=O)O)cc1N	-4	2	-1	0.5	-2	3	-0.3	15	0	i
O=C(COc1ccccc1F)N1CCN(S(=O)(=O)/C=C/c2ccccc2)CC1	-2	-4	2	-0.2	-2	3	-0.5	7	-1	i
Cc1cccc(Nc2nnc(SCC(=O)NC(=O)Nc3ccc4c(c3)OCCO4)s2)c1	50*	0	8	-1.3	-5	12	-0.7	-2	1	i
Cc1cccc(C)c1NC(=O)NC1CCc2ccccc21 (stereo unspecified)	1	2	4	0.3	-4	-1	-0.3	-14	-4	i
O=[N+]([O-])c1ccc(OCC(O)CN(C2CCCCC2)C2CCCCC2)cc1 (stereo unspecified)	8	-13	2	-1.2	12	1	0.5	0	-1	i
C#CCN1C=C(C(=O)OCC)C(C)NS1(=O)=O (stereo unspecified)	-1	3	-4	-0.5	-4	-1	-0.4	-2	2	i
CC(OC(=O)c1ccc(Cl)nc1)C(=O)Nc1ccc2c(c1)OCO2 (stereo unspecified)	-4	0	1	-0.1	-10	-6	1.0	8	-4	i

Ordered by count of non-hydrogen atoms (lowest first): some entries from above.
SMILES	DNMT1 inh	SUMO1 PPI mod	CendR NRP1 mod	TbMetRS inhib	Scp1 inh	NadD inh	LMPTP inh	SKN-1 inh	STEP block	Neddylation inh
CCNc1ccc(C(=O)O)cc1N	-4	2	-1	0.5	-2	3	-0.3	15	0	i
C#CCN1C=C(C(=O)OCC)C(C)NS1(=O)=O (stereo unspecified)	-1	3	-4	-0.5	-4	-1	-0.4	-2	2	i
Cc1cccc(C)c1NC(=O)NC1CCc2ccccc21 (stereo unspecified)	1	2	4	0.3	-4	-1	-0.3	-14	-4	i

Later entries.
SMILES	DNMT1 inh	SUMO1 PPI mod	CendR NRP1 mod	TbMetRS inhib	Scp1 inh	NadD inh	LMPTP inh	SKN-1 inh	STEP block	Neddylation inh
COc1ccc(CC(=O)Oc2ccc(F)cc2)cc1	-1	3	6	-0.4	-10	3	0.7	6	1	i
COc1ccc(CN2C(=O)c3c(c(C)n(C)c3C)C2C(=O)NC2CCC(C)CC2)cc1 (stereo unspecified)	0	0	-6	0.3	0	2	-0.3	12	-2	i
O=C(NCC(c1ccco1)N1CCOCC1)c1ccc(C(F)(F)F)cc1 (stereo unspecified)	2	-3	-8	-0.4	-4	-1	-1.1	11	0	i
CC(=O)c1sc(NC(=O)CCS(=O)(=O)c2ccc(F)cc2)nc1C	10	-2	-16	-0.5	·	-2	0.7	6	2	i
CCc1nc2ccc(C(=O)N(C)Cc3ccco3)cn2c1N(C)C(=O)Cc1ccccc1	0	3	8	-0.1	·	0	-5.6	5	-3	i
CC(C)c1nc(=S)n(-c2ccccc2)[nH]1	6	3	-7	-1.4	-3	-1	-0.5	-32	-4	i
COc1ccc(OCCCC(=O)OCC(=O)Nc2nnc(-c3ccccc3)o2)cc1	-1	1	-8	-0.4	-8	10	-1.6	6	1	i
Cc1nc([N+](=O)[O-])cn1CC(=O)Nc1ccc(Cl)cc1	3	-4	0	3.6	-2	-2	-1.8	-9	-1	i
CC(=O)c1cc(CN2CCC(n3nccc3NC(=O)c3ccccc3)CC2)cs1	1	0	4	-0.2	-8	3	-0.7	7	1	i
CN(C)C(=O)COc1ncnc2scc(-c3ccc(F)cc3)c12	-1	1	-4	0.0	1	-4	-1.5	11	-3	i
Cc1cc(S(=O)(=O)NCC(c2ccc(F)cc2)N2CCN(C)CC2)ccc1F (stereo unspecified)	0	-11	9	-0.4	3	-5	-1.9	15	-1	i
Cc1nc(SCC(=O)Nc2ccccc2Cl)oc1C	0	-3	7	-0.4	0	1	-0.7	1	1	i
Nc1c(-c2ccccc2)sc2ccc3ccccc3[n+]12	5	-25	8	-1.3	2	1	2.6	13	0	i
CCOC(=O)C(Oc1ccc2c(-c3ccc(OC)cc3)cc(=O)oc2c1C)c1ccccc1 (stereo unspecified)	8	-8	-16	-0.3	-12	1	4.1	36*	4	i
O=S(=O)(Nc1ncccn1)c1ccccc1	1	2	3	0.0	-14	-1	-1.2	2	-1	i
COC(=O)c1ccc2nc(-c3ccc(C)cc3)c(Cc3ccsc3)n2c1	-2	7	-18	0.1	·	1	2.1	5	0	i
COc1ccc(CNc2nc3ccccc3n2CCN2CCCCC2)c(OC)c1	-3	-2	8	0.0	-21	-8	8.2	-8	-2	i
Cc1ccc(CNC(=O)/C=C/C(=O)O)cc1	4	2	-3	-0.2	-8	-5	-0.8	-4	-4	i
COCCNC(=O)c1ccc(-c2cn[nH]c2)c2ccoc12	68*	5	-1	0.0	·	2	-3.2	9	-3	i
COc1ccccc1/C=N/NC(=O)CSc1cc(C)nc2ccccc12	-5	-7	-7	-0.1	-7	8	4.8	0	1	i
O=C(NCc1ccc(-c2nc3ccccc3s2)cc1)c1cc2ccccc2o1	21	2	6	-0.6	-5	0	2.0	-12	-2	i
Fc1cc(NC(=S)NCc2ccc(CNC(=S)Nc3ccc(Cl)c(F)c3)cc2)ccc1Cl	-7	6	3	-0.2	-2	36*	0.6	6	25	i
CCCc1nc(SCC(=O)N2CCCC2)c2ccccc2n1	4	3	12	-0.1	0	0	-0.9	8	1	i
CN(Cc1cccnc1)C(=O)CC1C(=O)NCCN1Cc1ccc(-c2ccccc2)cc1 (stereo unspecified)	-2	-5	0	-0.2	-13	-6	-0.1	-5	0	i
O=C(Nc1ccc2c(c1)oc1ccccc12)C1CC1	-3	24	-5	-1.3	-12	-5	0.8	10	-4	i
CCCc1cc(C(=O)NC2CCCN(Cc3ccccc3F)C2)no1 (stereo unspecified)	-1	-1	5	-0.9	-5	-3	-1.9	3	1	i
COc1ccccc1NS(=O)(=O)c1cccc(C(=O)N2CC(C)OC(C)C2)c1 (stereo unspecified)	-2	3	1	-0.3	-3	0	-1.1	19	0	i
COc1ccc(-n2nnnc2SCC(=O)NCc2cccs2)cc1	-1	43*	12	0.0	-7	-15	-2.0	-9	-4	i
COc1ccc(S(=O)(=O)N2CCN(c3ccc(F)cc3)CC2)cc1C(=O)N1CCCC1	3	3	7	-0.7	2	0	-0.2	7	0	i
COC(=O)CSc1nccc(-c2ccc(F)cc2)c1C#N	1	4	17	-0.5	-6	-8	1.5	-7	1	i
COc1ccc(NS(=O)(=O)c2ccc(Cl)c(C(=O)O)c2)cc1S(=O)(=O)N1CCCCC1	-1	0	-4	0.2	-8	-3	-0.4	3	1	i
CCOc1ccc(-n2c(C)cc(/C=N/Nc3nc(C)cc(=O)[nH]3)c2C)cc1	-11	3	6	-0.5	-2	11	4.5	11	1	i
O=Cc1cnc2ccccc2c1-c1ccccc1	-2	-9	-7	-1.7	-2	-3	19	-4	0	i
CCn1c(=NC(=O)CSC(C)=O)sc2ccccc21	2	0	11	-1.4	5	-1	0.9	9	-5	i
Cc1cccc(Nc2c(O)nc[nH]c2=O)c1	-4	0	0	-0.1	-8	4	0.5	-2	-1	i
O=C(CSc1nc(-c2ccccc2Cl)ns1)NCc1ccc2c(c1)OCO2	3	-2	-8	-0.9	-7	-5	-1.5	3	0	i

Printed as active in NadD inh, of those listed so far:
SMILES	DNMT1 inh	SUMO1 PPI mod	CendR NRP1 mod	TbMetRS inhib	Scp1 inh	NadD inh	LMPTP inh	SKN-1 inh	STEP block	Neddylation inh
Fc1cc(NC(=S)NCc2ccc(CNC(=S)Nc3ccc(Cl)c(F)c3)cc2)ccc1Cl	-7	6	3	-0.2	-2	36*	0.6	6	25	i

Other records follow.
SMILES	DNMT1 inh	SUMO1 PPI mod	CendR NRP1 mod	TbMetRS inhib	Scp1 inh	NadD inh	LMPTP inh	SKN-1 inh	STEP block	Neddylation inh
O=C1C(=O)N(Cc2cccc([N+](=O)[O-])c2)c2ccccc21	-15	-13	-5	-0.4	-7	3	1.4	9	2	i
COc1ccc(F)cc1-c1cc(C(=O)NC2CCCCC2)[nH]n1	1	0	0	-0.2	·	0	-0.3	6	-1	i
COc1ccccc1CN(C)C(=O)C1(c2ccc(Cl)cc2)CC1	-1	0	4	0.3	-11	-6	-0.6	5	-2	i
CCCOc1ccc(CNC(=O)Cc2cccs2)cc1	-1	0	1	-0.2	-13	-5	2.2	14	0	i
CCCCc1c(C)nc2cc(-c3ccco3)[nH]n2c1=O	-4	7	5	-0.2	4	-4	-0.2	19	1	i
